ERK EGF inh = blocks ERK signaling stimulated by EGF; HEK293-V1b, EGF-stimulated phospho-ERK AlphaScreen; Potency, µM (series often up to 11.5 µM), for the others: top-dose activity change, negative = inhibition, most hits filed as inhibitors; 130,000 tested, 0.41% active; AID 1454; active = well fitted inhibition curve with a large enough effect; inconclusive = small, poorly fitted or top-dose-only effect, or effect the other way;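 also: plate controls were stimulated vehicle wells for no effect and unstimulated vehicle basal for full effect; nearly all actives have a fitted effect of over 55% in size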
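HEK293 cells stably expressing V1b receptor, serum-reduced (1% FBS) overnight, pretreated 30 min with compound, then stimulated 5 min with 25 nM EGF; phospho-ERK detected by AlphaScreen SureFire. AC50 from Hill fits, normalized to DMSO and EGF.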
The depositor's hits bear a star; ? = inconclusive; & = joins results of further samples; [ ] = remark or other dose. Potency is read from the fitted curve at half-maximal effect. This is a subset. The share of hits here may be higher or lower than overall.

Start of the listing, in advance (four entries):
mol	ERK EGF inh
O=C(/C=C\c1cn(-c2ccccc2)nc1-c1ccc2c(c1)OCCO2)N1CCOCC1	2%
O=C1c2ccccc2N2C(=O)c3ccccc3C2N1Cc1ccco1 (stereo not drawn)	-7%[57.5 µM]
CCNc1nc(SCC(=O)OC)nc(N(C)C)n1	1%
Cc1cccc(NC(=O)CN2C(=O)c3ccccc3C2=O)c1C	-4%

Results (from the top)
mol	ERK EGF inh
O=C(/C=C\c1cn(-c2ccccc2)nc1-c1ccc2c(c1)OCCO2)N1CCOCC1	2%
O=C1c2ccccc2N2C(=O)c3ccccc3C2N1Cc1ccco1 (stereo not drawn)	-7%[57.5 µM]
CCNc1nc(SCC(=O)OC)nc(N(C)C)n1	1%
Cc1cccc(NC(=O)CN2C(=O)c3ccccc3C2=O)c1C	-4%
CCOCCCNC(=S)N1CCCN(c2nc3c(C)c(C)ccc3cc2C#N)CC1	-2%
COc1ccc(N/C=C/C(=O)C(C)(C)C)cc1	-2%
Cc1ccc(CNC(=O)c2ccc3c(c2)NC(=O)C(N2CCOCC2)S3)cc1 (stereo not drawn)	2%
Cc1cc(N=Nc2c(O)c3ccccc3[nH]c2=O)ccc1N=Nc1ccc(C(=O)N(C)C)cc1	10%[57.5 µM]
O=c1c(-c2ccc(F)cc2)nc2cnc(Nc3ccccc3)nc2n1Cc1cccs1	9%
COc1ccc(S(=O)(=O)NCc2ccc(F)cc2)cc1OC	-10%
COc1ccc(CCC(=O)OCC(=O)c2cccc(OC)c2)cc1	2%
O=C(O)c1ccccc1C(=O)NCCc1ccc(Cl)cc1	-4%
COc1cc([N+](=O)[O-])ccc1NC(=O)C[n+]1ccccc1	-8%
CCOC(=O)c1ccc(NC(=O)CN2C(=O)C(CC)SC(CC)C2=O)cc1 (stereo not drawn)	2%
COc1ccc(/C(C)=N/N=C(\C)c2ccc(OC)cc2OC)c(OC)c1	8%
CC(OC(=O)c1cccnc1Cl)C(=O)Nc1ccc2c(c1)OCCO2 (stereo not drawn)	-4%
COc1ccc(C(=O)Nc2cc(=O)[nH]c3ncnn23)cc1	8%[57.5 µM]
CCOC(=O)C(C)Sc1nc(-c2ccccc2)nc2ccccc12 (stereo not drawn)	2%
O=C1c2ccccc2C(O)(Cc2ccccc2)N1Cc1ccco1 (stereo not drawn)	2%
CS(=O)(=O)N(Cc1ccc(C(=O)NC2CCCC2)cc1)c1ccccc1	22%

(more compounds)
mol	ERK EGF inh
CCC(=O)NCC(c1ccco1)N1CCN(c2ccc(OC)cc2)CC1 (stereo not drawn)	5%
Cc1ccc(C)c(N(C(=O)CS(=O)CC(=O)Nc2ccc3c(c2)OCO3)C(C)C(=O)NC2CCCC2)c1 (stereo not drawn)	-1%
Cc1cc(NS(=O)(=O)c2ccc(NC(=S)NC(=O)c3ccc(F)cc3)cc2)no1	-6%
COc1ccc(N2C(=O)CNC2=S)cc1	1%
O=C(O)COCC(=O)NC1CCN(Cc2ccccc2)CC1	-6%[57.5 µM]
CN(C(=O)CN(c1ccccc1)S(=O)(=O)c1ccc(F)cc1)C1CCS(=O)(=O)C1 (stereo not drawn)	0%[57.5 µM]
CCOC(=O)c1c(CN2CCN(CCO)CC2)n(-c2ccccc2)c2cc(Br)c(O)cc12	10%[57.5 µM]
CC(C)(C)[C@H]1C=C(C(N)=O)O[C@@H](OCCCCO)C1	2%[57.5 µM]
COc1ccc(CNC(=O)c2c(C)oc3c2C(=O)c2ccccc2C3=O)cc1	0%
COc1ccc(NC(=O)/C=C/c2c(Cl)nc3ccccn23)cc1	4%
Cc1nc(Nc2ccccc2)c2nc(-c3ccccc3)n(CCN3CCOCC3)c2n1	?
COCCCNCCCCOc1cccc(Br)c1	-7%
C/C(=N\Nc1ccccn1)c1ccc(OC(F)F)cc1	-3%
O=C(NCCc1ccccc1)C(=O)Nc1ccc([N+](=O)[O-])cc1	-7%
COCC(=O)N1CCC2(CCCN(c3ccncc3)C2)CC1	1%
COCCN1C(=O)N[C@@H](c2ccccc2)C(C(=O)OC)=C1C	-6%&2%
O=C(NNS(=O)(=O)c1ccc(F)cc1)c1cnccn1	-5%
C/C(N)=C(/C#N)C(=O)CSc1cc(Cl)ccc1Cl	5%
CCNc1c(C(=O)O)ccc2c1C(=O)c1ccccc1C2=O	?
Cc1nc(-c2cccs2)sc1C(=O)O	33%[57.5 µM]

Two of the compounds above, as labelled records.
COc1ccc(N2C(=O)CNC2=S)cc1
  ERK EGF inh: 1%

COc1ccc(CNC(=O)c2c(C)oc3c2C(=O)c2ccccc2C3=O)cc1
  ERK EGF inh: 0%

Next section
mol	ERK EGF inh
O=C(O)CCN1C(=O)S/C(=C\c2cccnc2)C1=O	4%[57.5 µM]
COc1ccccc1N1C(=O)c2ccccc2NC1C(OC)OC (stereo not drawn)	6%
O=C(NCc1ccco1)C1CCCN1C(=O)Nc1ccccc1 (stereo not drawn)	-5%
O=C(Nc1nccs1)c1cnccn1	5%
COc1ccc(NC(=O)CSc2nnc(-c3ccccc3F)n2C2CC2)cc1S(N)(=O)=O	-13%
CCN(CC)CCSc1nc(O)c(-c2ccccc2)c(=O)n1-c1ccccc1	-6%
O=C(/C=C\c1ccc2c(c1)OCO2)Nc1c2c(nn1-c1ccc(Cl)cc1)CSC2	6%
Cc1nc(SCC(=O)NC(=O)NCCC(C)C)c2c(-c3cccs3)csc2n1	-2%
COc1ccc([N+](=O)[O-])cc1N(CC(O)CN1CCCC1)S(=O)(=O)c1ccc(C)cc1 (stereo not drawn)	-11%[57.5 µM]
CCOc1cccc2c1OC1(CCCCC1)N1N=C(c3cccnc3)CC21 (stereo not drawn)	-5%
O=C(O)CCCN1C(=O)C2C3CCC(O3)C2C1=O (stereo not drawn)	1%
O=C(c1ccncc1)N(c1ccc2oc3c(c2c1)CCCC3)S(=O)(=O)c1cccc([N+](=O)[O-])c1	-4%
Cc1cc(C)cc(NC(=O)C(=S)NCc2ccccc2)c1	-15%
Cc1cc(C)c2c(=O)n(CC(=O)Nc3ccc(Br)c(C)c3)sc2n1	-13%[57.5 µM]
O=C(OCC(=O)c1c[nH]c2ccccc12)c1cccc(S(=O)(=O)N2CCCCCC2)c1	1%
O=C(O)C1CCN(C(=O)CCc2ccccc2)CC1	-7%[57.5 µM]
CCCCN(C)CCCNC(=O)/C=C1\Sc2ccccc2NC1=O	1%
CCNc1nc(NCC)nc(N/N=C/c2ccc(Br)cc2)n1	1%
CC(C)(C)C(=O)Nc1ccc(N=Nc2ccccc2)cc1	-9%
COC(=O)c1c(NC(=O)CN2CCC3(O)CCCCC3C2c2ccc(F)cc2)sc(C)c1C (stereo not drawn)	-4%

The results go on.
mol	ERK EGF inh
O=C(NO)c1ccccc1O	-15%[57.5 µM]
Cc1cc(N2CCC(C)CC2)nc(SCC(=O)c2ccccc2)n1	6%
CCn1ccnc1CN(C)Cc1cn[nH]c1-c1ccc(OC)c(F)c1	-6%[57.5 µM]
O=C(NCCOc1ccccc1-c1ccccc1)c1ccco1	-8%
C=CCNC(=S)NNC(=O)CC12CC3CC(CC(C3)C1)C2	-7%[57.5 µM]
Cc1cc(CN(C)C(=O)CC2C(=O)NCCN2Cc2ccc(F)c(F)c2)on1 (stereo not drawn)	1%
CN(N)C(=S)Nc1ccc(Cl)cc1	-1%
CC[C@H](C)[C@@H](C(=O)N1CCNCC1)n1cc([C@@H](N)CO)nn1	-14%[57.5 µM]
C[C@]12C=CC(=O)C=C1CC[C@@H]1[C@H]3C[C@@H](O)[C@](O)(C(=O)CO)[C@@]3(C)C[C@H](O)[C@]12F	5%[25.7 µM]
Cc1ccc(C)c(N2CCN(C(=O)c3ccc(CSc4nc5ccncc5[nH]4)cc3)CC2)c1	?
COc1ccc(/C=C/C=C2\N=C(SC)SC2=O)cc1	?
COc1cccc(OCC(=O)NNC(=O)CCc2ccccc2)c1	5%
CC(=O)C1=C(O)C(=O)N(Cc2cccnc2)C1c1ccc(O)cc1 (stereo not drawn)	-5%
Nc1nn(-c2ccccc2)c(N)c1N=Nc1ccccc1F	?
COc1ccc(/C=N/Nc2nnc(Cc3ccccc3)c(=O)[nH]2)cc1	-22%[57.5 µM]
Cc1cccc(CN2C(=O)c3ccccc3Sc3ccc(C(=O)NCCN4CCOCC4)cc32)c1	6%
CN[C@H](CC(C)C)C(=O)N[C@H]1C(=O)N[C@@H](CC(N)=O)C(=O)N[C@H]2C(=O)N[C@H]3C(=O)N[C@H](C(=O)N[C@H](C(=O)O)c4cc(O)cc(O)c4-c4cc3ccc4O)[C@H](O)c3ccc(c(Cl)c3)Oc3cc2cc(c3O[C@@H]2O[C@H](CO)[C@@H](O)[C@H](O)[C@H]2O[C@H]2C[C@](C)(N)[C@H](O)[C@H](C)O2)Oc2ccc(cc2Cl)[C@H]1O	2%
CCC(C)c1ccc(NC(=S)Nc2ccc(OC)cc2)cc1 (stereo not drawn)	2%
COCCN(Cc1cc2ccc(C)c(C)c2nc1Cl)C(=O)N1CCOCC1	2%
O=c1[nH]c2ccccc2c(O)c1-[n+]1ccccc1	-3%[57.5 µM]

Continuation:
mol	ERK EGF inh
C/C(N)=C(/C#N)C(=O)COC(=O)c1cc(-c2ccc(Br)cc2)nc2ccccc12	5%
CCCCc1ccc(NC(=S)NCCN2CCOCC2)cc1	5%
CCOc1ccccc1NC(=O)c1cc(SC)ccc1Cl	-9%
O=C(NC(=S)Nc1ccc(S(=O)(=O)Nc2nccs2)cc1)c1ccc(F)cc1	-4%
Cc1ccc2sc(C)[n+](CCO)c2c1	1%
CCC[C@@H]1C[C@@]1(CCC)C(NC(=O)c1cccs1)c1ccc(Cl)cc1 (stereo partly drawn)	17%
CCC(=O)Nc1cc(C(=O)O)ccc1S(=O)(=O)c1ccc(C)cc1	5%
Nc1nc(SCC(=O)N2CCCCC2)[nH]c(=O)c1NC(=O)c1cccs1	5%[57.5 µM]
Cc1cc(Oc2ccc(N)cn2)ccc1Cl	2%[57.5 µM]
C=CCOc1ccc(C2NC(=S)NC(C)=C2C(=O)c2ccccc2)cc1OC (stereo not drawn)	7%
Cc1cc(N2CCN(C)CC2)nc2ccc(NC(=O)CCC(=O)NCCC(C)C)cc12	-9%
Cc1ccc(O)c(C=Nc2ccc3[nH]ncc3c2)c1	2%
CSc1ccccc1NC(=S)Nc1ccc(S(N)(=O)=O)cc1	-3%[57.5 µM]
Cc1c(Nc2ncccc2C(=O)O)cccc1C(F)(F)F	1%
Cc1ncoc1C(=O)N1CCCC(C(=O)c2cccc(OC(C)C)c2)C1 (stereo not drawn)	7%
Nc1nc(SCC(=O)Nc2ccc(Oc3ccccc3)cc2)n[nH]1	11%
Cc1cccc(C)c1Nc1nnc(SCc2nc3ccccc3c(=O)[nH]2)s1	15%
COC(=O)[C@@H]1C[C@@]2(O)[C@H](O)[C@H](O)[C@H](O)C[C@H]2N1CC1CC1	-3%
CC(=O)O[C@H]1CC[C@@]2(C)C(CCC3C2CC[C@]2(C)OC(=O)CCC32)C1 (stereo partly drawn)	12%
COc1ccc(CNC(=O)C/C(C)=N/NC(=O)Cc2ccc(OC)c(OC)c2)cc1	1%

In a second layout: 3 of the compounds above
Structure: C=CCOc1ccc(C2NC(=S)NC(C)=C2C(=O)c2ccccc2)cc1OC (stereo not drawn)
  ERK EGF inh = 7%
Structure: COc1ccc(C(=O)Nc2cc(=O)[nH]c3ncnn23)cc1
  ERK EGF inh = 8%[57.5 µM]
Structure: Cc1ccc(O)c(C=Nc2ccc3[nH]ncc3c2)c1
  ERK EGF inh = 2%

The results go on.
mol	ERK EGF inh
O=C(NC1CCCCC1)N1CCc2ccccc2C1	-13%
Cc1cc(C(=O)NC(=S)Nc2ccccc2N2CCOCC2)ccc1[N+](=O)[O-]	?
COCCNC(=O)/C(C#N)=C/c1cc(C)n(C2CCCCC2)c1C	-10%
FC(F)(F)c1ccc(Cl)c(NC(=S)NC2CC2)c1	-11%
CC(=O)O[C@H]1C[C@@]2(C)[C@H](C[C@@H](O)[C@H]3[C@@]4(C)CC[C@@H](O)[C@@H](C)[C@H]4CC[C@@]32C)C1=C(CCC=C(C)C)C(=O)O	6%[25.7 µM]
O=C(c1cnccn1)N1CCC[C@@]2(CCN(c3ccccn3)C2)C1	5%
O=C(Cn1ncc(N2CCOCC2)c(Cl)c1=O)c1ccc(Cl)cc1	5%
O=C(N/N=C/c1cc(Br)cc(Br)c1O)c1ccncc1	11%
COC(=O)c1ccc(CN2CCN(C3CCCC3)C(CCO)C2)cc1 (stereo not drawn)	-12%
Cc1c(NC(=O)OCCNC(=O)COc2ccc(Cl)cc2Cl)sc(=S)n1C	11%
COc1cccc(N(C(=O)CS(=O)CC(=O)Nc2ccc(F)cc2)C(C(=O)NC2CCCCC2)c2cccs2)c1 (stereo not drawn)	1%
COc1cc(/C=N/NC(=O)C2CCN(CC(O)COCc3ccccc3)CC2)ccc1O (stereo not drawn)	1%
O=C(C1=C[C@H](C2CCCCC2)C[C@H](OCCCCO)O1)N1CCN(Cc2ccc3c(c2)OCO3)CC1	8%[57.5 µM]
Cc1ccc(-c2nc(SCC(=O)Nc3ccccc3OC(F)F)c3c(C)c(C(=O)O)sc3n2)cc1	0%[57.5 µM]

Screens deposited in PubChem BioAssay by National Center for Advancing Translational Sciences (NCATS).
